Screening results (PubChem BioAssay)
D1 PAM: Potentiators of Human D1 Dopamine Receptor: qHTS | D(1A) dopamine receptor (Homo sapiens), P21728 | HEK293 TREx D1 cells, calcium flux, dopamine EC20 potentiation | potentiation, % at 10 µM | 360,000 tested, 0.036% active; in the data active = potentiation above about 30%; note: 0% is about no effect
D2 antag: HTS Assay for Allosteric Antagonists of the Human D2 Dopamine Receptor: Primary Screen for Antagonists | AID 485344, 2010 | inhibition, % at 10 µM | D(2) dopamine receptor (Homo sapiens), P14416 | HEK293 TREx D2 cells, calcium flux, dopamine EC80 | 340,000 tested, 2% active; in the data active = inhibition above about 30%; note: 0% is about no effect
Target sequence (P14416 whole entry, looked up): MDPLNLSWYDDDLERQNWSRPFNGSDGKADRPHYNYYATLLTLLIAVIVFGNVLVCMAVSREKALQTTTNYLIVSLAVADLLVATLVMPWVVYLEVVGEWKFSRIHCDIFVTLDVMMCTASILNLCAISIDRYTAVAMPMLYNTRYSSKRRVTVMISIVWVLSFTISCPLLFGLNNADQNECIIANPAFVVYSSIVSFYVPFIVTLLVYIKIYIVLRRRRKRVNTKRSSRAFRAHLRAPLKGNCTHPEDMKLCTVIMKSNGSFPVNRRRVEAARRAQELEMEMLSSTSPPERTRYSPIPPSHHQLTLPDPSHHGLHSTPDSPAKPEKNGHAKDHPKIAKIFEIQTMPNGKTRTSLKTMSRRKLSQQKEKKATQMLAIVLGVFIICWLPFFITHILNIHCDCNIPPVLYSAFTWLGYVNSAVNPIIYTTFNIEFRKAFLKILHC
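Tetracycline-induced HEK293 TREx cells expressing D2 receptor forced-coupled to calcium signalling, loaded with no-wash calcium dye. Compounds added and calcium flux read 180 s, then dopamine added at EC80 and read a further 180 s.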
D2 potentiator: HTS Assay for Positive Allosteric Modulators of the Human D2 Dopamine Receptor: Primary Screen for Potentiators | 340,000 tested, 0.34% active | D(2) dopamine receptor (Homo sapiens), P14416 | AID 485347, 2010 | HEK293 T-REx D2, calcium flux, EC20 dopamine potentiation | potentiation, % at 10 µM;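 active = potentiation over 3 SD above the plate norm, cut at about 30% in these data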; note: 0% is about no effect
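Primary screen. Calcium kinetics in induced HEK293 T-REx D2 cells: compound pre-addition 180 s, EC20 dopamine, 180 s more.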
D2 ag: HTS Assay for Allosteric Agonists of the Human D2 Dopamine Receptor: Primary Screen for Agonists; D(2) dopamine receptor (Homo sapiens), P14416; HEK293 T-REx D2 cells, calcium flux agonist mode; activation, % at 2 µM; 340,000 tested, 0.53% active;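 active = activation over 3 SD above normal in the single-dose calcium agonist read, cut at about 30% in these data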; note: 0% is about no effect
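In this primary screen, compounds producing a positive calcium signal within 180 s of addition to tetracycline-induced, force-coupled HEK293 Trex D2 cells are flagged; cells are dye-loaded with a no-wash calcium kit beforehand.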
D1 agonist: Allosteric Agonists of the Human D1 Dopamine Receptor: qHTS; D(1A) dopamine receptor (Homo sapiens), P21728; HEK293 T-REx D1 cells, calcium flux, agonist mode; activation, % at 2 µM; 360,000 tested, 1% active; note: 0% is about no effect
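Tetracycline-induced HEK293 TREx D1 cells, force-coupled to calcium signalling, were dye-loaded with a no-wash calcium kit. Compound was pin-added after a 10 s baseline. Fluorescence was read kinetically at 1 cycle/s for 180 s, with calcium rises flagged as agonism.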
TRHR agonist: qHTS for Small Molecule Agonists and Allosteric Enhancers of Human TRH Receptor: Primary Screen for Agonists | 360,000 tested, 0.18% active | TRHR cells, calcium flux fluo-8, FDSS agonist mode | activation, % at 2 µM; note: 0% is about no effect
Target sequence (P34981 whole entry, looked up): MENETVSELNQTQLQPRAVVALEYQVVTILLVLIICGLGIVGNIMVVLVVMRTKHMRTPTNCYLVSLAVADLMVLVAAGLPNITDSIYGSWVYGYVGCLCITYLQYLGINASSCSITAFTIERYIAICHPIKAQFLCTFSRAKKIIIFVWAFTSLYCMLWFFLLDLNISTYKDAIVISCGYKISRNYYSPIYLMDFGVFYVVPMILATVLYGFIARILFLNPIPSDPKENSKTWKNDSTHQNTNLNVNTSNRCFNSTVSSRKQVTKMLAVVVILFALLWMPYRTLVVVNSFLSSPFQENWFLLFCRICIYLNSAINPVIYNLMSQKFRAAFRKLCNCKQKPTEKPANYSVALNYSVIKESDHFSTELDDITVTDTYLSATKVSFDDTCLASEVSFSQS
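Read-out: compound-evoked intracellular calcium rise in TRHR cells, fluo-8 dye, kinetic FDSS fluorescence at 1 s/cycle following a 10-cycle baseline. Cells cultured overnight before dye loading (30 min–1.5 h, RT).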
RXFP1 antag: qHTS Assay for Antagonists of the Relaxin Receptor RXFP1 | activity change, negative = inhibition, % at 57.5 µM | HEK293-RXFP1, relaxin-stimulated cAMP HTRF, 30 min; active compounds read low | 350,000 tested, 0.59% active | Relaxin receptor 1 (Homo sapiens), Q9HBX9;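 active = activity change of -60% or lower, but not beyond a set lower limit; inconclusive = change between -60% and -40%, or beyond the set limit; inactive = change above -40%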; note: % is set by controls: 0 for no effect and ±100 for the full control effect
TRHR PAM: qHTS for Small Molecule Agonists and Allosteric Enhancers of Human TRH Receptor: Primary Screen for Enhancers. TRHR cells, fluo-8 calcium fluorescence, EC20 TRH enhancement. enhancement, % at 2 µM. Thyrotropin-releasing hormone receptor (Homo sapiens), P34981. 360,000 tested, 0.66% active. AID 493056, 2011; in the data active = enhancement above about 30%; note: 0% is about no effect
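TRHR-expressing cells loaded with fluo-8 calcium dye were read kinetically (ex 480/em 530) during compound addition, then stimulated with an EC20 of TRH (10 nM final). Enhancement of the Gq-mediated intracellular calcium response was scored.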
D1 antag: Antagonist of Human D 1 Dopamine Receptor: qHTS | activity change, negative = inhibition, % at 10 µM | AID 504652, 2011 | HEK293 TREx D1 cells, calcium flux, dopamine EC80; active compounds read low | D(1A) dopamine receptor (Homo sapiens), P21728 | 360,000 tested, 3.2% active; in the data active = activity change below about -30%; note: % is set by controls: 0 for no effect and ±100 for the full control effect
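Antagonism measured as reduced calcium response to an EC80 dopamine addition following 180 s compound pre-read; cells were inducible HEK293 Trex D1 plated overnight at 30 C, read kinetically at 1 cycle/sec.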
* marks the source's active call; other numbers are inactive results; ? = inconclusive; . = not tested or not shown. Cut-off read from the data, not from the text of the source, unless noted: active = activation above about 30%; inactive = the rest.

SMILES	D1 PAM	D2 antag	D2 potentiator	D2 ag	D1 agonist	TRHR agonist	RXFP1 antag	TRHR PAM	D1 antag
CC(NC(=O)c1ccco1)c1ccc2c(c1)OCO2 (stereo not drawn)	-7.2	-11.3	-7.0	0.2	-0.6	0.9	-6.5	3.4	-14.3
O=c1nc(-c2ccccc2)n(-c2ccccc2)c2ncccc12	-7.1	5.0	-5.8	-0.5	3.2	0.6	-22.8	-1.4	26.1
CC(=O)NN1C(=O)/C(=C\c2ccc(Br)o2)SC1=S	-0.9	-2.6	0.0	1.1	0.5	0.1	17.2	-12.3	4.4
O=C1c2ccccc2C(Nc2ccc(S(=O)(=O)N3CCOCC3)cc2)N1Cc1ccco1 (stereo not drawn)	-2.0	9.4	2.8	0.5	-0.2	0.1	10.0	-0.6	-1.1
C=C1CC[C@@]23CC[C@]4(C)[C@@](OC2=O)([C@@H]3C1)[C@H]1O[C@H]1C1[C@@]2(C)CC[C@H](O)C(C)(C)C2CC[C@]14C (stereo partly drawn)	3.4	-17.5	-2.5	-0.1	-0.5	0.2	-2.1	-5.9	0.9
O=[N+]([O-])c1cccc2c(Cl)ccnc12	1.1	-11.2	-14.0	0.2	4.5	0.5	-16.0	4.2	23.9
Cc1nc([N+](=O)[O-])c(Sc2nc3ccc([N+](=O)[O-])cc3[nH]2)n1Cc1ccccc1	-1.8	11.2	7.1	-1.2	1.0	0.2	-32.5	12.4	7.2
COc1ccc(-c2cn(-c3ccc(OC)cc3)c(=S)[nH]2)cc1	-1.9	2.8	-5.2	-0.6	3.7	-0.5	-22.0	6.6	4.8
Cc1ccc2nc(C)c(Cl)c(=O)n2c1	-6.5	-18.7	-8.3	0.3	2.6	0.9	-8.1	-7.3	-3.6
CCn1c(CNC(=O)c2ccccc2F)nnc1SCc1nc2ccccc2c(=O)[nH]1	2.5	.	.	.	-0.1	0.2	.	-2.5	7.2
CC(/C=N/n1c(-c2cccnc2)n[nH]c1=S)=C\c1ccco1	-9.6	3.8	10.9	0.4	1.2	-0.5	-2.9	-7.6	-2.4
CC1=C(C(=O)OCc2ccc(C)cc2)C(c2c(Cl)cccc2Cl)CC(=O)N1 (stereo not drawn)	-3.0	.	-2.4	1.6	5.8	0.4	.	1.7	4.9
CCN(CC)c1ccc(N)cc1S(=O)(=O)Nc1ccc(OC)cc1	-6.1	-23.8	-3.2	0.0	0.8	-0.5	-3.2	-0.9	0.8
Cc1ccccc1OCCSc1nnc(C)n1-c1ccccc1	-2.2	-1.7	-5.1	-1.5	0.7	-1.1	3.9	-0.3	-1.1
Cc1cc(-n2c(C)cc(C(=O)CSc3ccc4c(c3)OCCO4)c2C)no1	-9.2	-7.0	4.5	-0.9	21.5	-0.6	-12.0	10.2	-14.1
COc1ccc(NC(=O)c2cc3c(=O)n4ccccc4nc3n2C)cc1OC	0.9	-8.5	34.7*	-0.5	1.5	-0.4	-11.0	7.6	-2.6
COCCCn1cc(C(=O)c2ccccc2OCC(=O)Nc2cccc(F)c2)cc(C#N)c1=O	-3.0	5.1	5.1	-0.2	2.9	-0.8	2.6	-3.6	-25.5
O=C(NCCSc1ccc(Br)cc1)c1ccc2nc[nH]c2c1	0.1	-3.2	-5.4	0.4	0.1	-0.3	-18.3	-2.0	-5.1
Cc1ccc(C)n1-c1c(C(=O)NN)cnn1-c1ccccc1	-3.7	.	.	.	-1.1	-0.6	-23.8	13.0	-7.9
COc1ccc(CNC(=O)CCc2nc3cccnc3n2Cc2ccc(OC)cc2)cc1	-4.0	.	9.4	-0.6	0.2	-0.4	-4.1	-3.8	3.0

Molecules listed so far that have a Cl atom, in the order listed:
SMILES	D1 PAM	D2 antag	D2 potentiator	D2 ag	D1 agonist	TRHR agonist	RXFP1 antag	TRHR PAM	D1 antag
O=[N+]([O-])c1cccc2c(Cl)ccnc12	1.1	-11.2	-14.0	0.2	4.5	0.5	-16.0	4.2	23.9
Cc1ccc2nc(C)c(Cl)c(=O)n2c1	-6.5	-18.7	-8.3	0.3	2.6	0.9	-8.1	-7.3	-3.6
CC1=C(C(=O)OCc2ccc(C)cc2)C(c2c(Cl)cccc2Cl)CC(=O)N1 (stereo not drawn)	-3.0	.	-2.4	1.6	5.8	0.4	.	1.7	4.9

Continued.
SMILES	D1 PAM	D2 antag	D2 potentiator	D2 ag	D1 agonist	TRHR agonist	RXFP1 antag	TRHR PAM	D1 antag
CCOC(=O)N1CCc2c(sc3c2C(=O)NC(c2cc(OC)c(OC)c(OC)c2)N3)C1 (stereo not drawn)	-1.4	.	12.8	.	-0.2	-0.5	-17.2	5.8	-9.8
O/N=C1\CCCc2ccccc21	-4.6	-11.7	3.8	0.2	6.9	0.5	-5.4	-6.1	-1.2
CCCCSc1nnc(-c2ccccc2)c2ccccc12	3.0	-7.3	-3.3	-1.7	10.2	0.1	-15.1	-6.1	-1.7
COc1ccc(-n2c(/C=C3\C(=O)N(C)c4ccccc43)nc3ccccc3c2=O)cc1	-9.0	8.3	15.7	-0.7	0.9	-0.5	6.4	3.9	-5.9
Cc1cc(Br)ccc1NC(=O)c1ccco1	-2.3	-12.5	0.8	-0.3	1.0	0.0	-3.2	24.1	-0.8
CS(=O)(=O)N1CCC(C(=O)N2CCc3ccccc3C2)CC1	8.3	-0.2	-12.1	0.0	2.6	0.1	-5.1	-0.4	3.4
Cc1ccc(Cn2nnc3c(=O)[nH]c(C4CCN(C(=O)Cc5ccccc5F)CC4)nc32)cc1	-2.7	.	15.0	-0.1	2.0	-1.0	?	1.1	1.6
Cc1cc(Cl)ccc1OC(C)C(=O)NNC(=O)C1CCCCC1C(=O)O (stereo not drawn)	-3.5	.	.	.	11.5	0.6	3.6	-0.3	2.6
COc1ccc(-c2noc(CCC(=O)NCc3ccc(C)cc3)n2)cc1	-1.4	.	-7.9	-0.4	5.2	-1.2	-1.3	-1.7	-11.6
COc1ccc2c(c1)c(CC(=O)Nc1c(C)cccc1C)c(C)n2C(=O)c1ccc(Cl)cc1	-3.7	.	-3.8	0.4	-0.4	1.1	-1.3	-7.2	-4.5
O=c1c(C=Nc2ccc(Cl)cc2)c[nH]n1-c1cccc(Cl)n1	1.6	-8.3	-16.7	0.5	0.6	-0.1	3.3	-8.2	4.3
COc1cccc(CC(=O)Nc2cc(S(=O)(=O)N3CCCCC3)ccc2C)c1	-9.5	17.4	4.2	0.1	3.6	-0.2	10.8	-4.6	-6.3
C/C(=C\CCC1(C)C2CC3C(C2)C31C)C(=O)O (stereo not drawn)	-3.7	-0.7	-6.7	1.1	4.3	-0.4	.	-0.3	-8.7
Cc1ccc2oc(C(=O)NC3CCS(=O)(=O)C3)c(C)c2c1 (stereo not drawn)	-5.4	17.1	2.3	0.3	2.8	-0.5	11.6	2.9	0.9
Cc1ccc2nc(COc3ccccc3NC(=O)C(C)(C)C)cc(=O)n2c1	1.1	.	-3.9	-1.7	-0.4	0.1	-22.9	-3.0	12.9
COc1cc(C(=O)Nc2ccc(N(C)C)cc2)cc(OC)c1OC	-1.2	13.3	-11.9	-0.1	2.0	-0.6	-22.4	-8.3	6.7
CC(=O)c1ccc(NC(=O)N2CCc3ccccc3C2)cc1	1.8	13.7	-6.6	0.8	3.1	0.0	-21.6	-1.3	-13.0
O=C(NNS(=O)(=O)c1ccccc1[N+](=O)[O-])c1cccnc1	-0.9	4.8	1.3	1.3	2.0	-0.1	5.1	-2.3	5.8
CCCCSC1=N/C(=C/c2ccsc2)C(=O)N1c1ccccc1	-12.6	2.3	4.3	2.1	16.2	1.7	.	-8.3	-44.9*
COCCCN1C(=O)c2[nH]nc(-c3ccccc3O)c2C1c1ccc(Cl)cc1 (stereo not drawn)	7.2	-16.9	-0.1	-0.7	1.9	1.0	-11.0	1.4	10.5

Single records (already shown). Values in the order: D1 PAM | D2 antag | D2 potentiator | D2 ag | D1 agonist | TRHR agonist | RXFP1 antag | TRHR PAM | D1 antag
Results for `C/C(=C\CCC1(C)C2CC3C(C2)C31C)C(=O)O` (stereo not drawn) → -3.7 | -0.7 | -6.7 | 1.1 | 4.3 | -0.4 | . | -0.3 | -8.7
Results for `CC(=O)c1ccc(NC(=O)N2CCc3ccccc3C2)cc1` → 1.8 | 13.7 | -6.6 | 0.8 | 3.1 | 0.0 | -21.6 | -1.3 | -13.0
Results for `CCCCSC1=N/C(=C/c2ccsc2)C(=O)N1c1ccccc1` → -12.6 | 2.3 | 4.3 | 2.1 | 16.2 | 1.7 | . | -8.3 | -44.9*

Next part
SMILES	D1 PAM	D2 antag	D2 potentiator	D2 ag	D1 agonist	TRHR agonist	RXFP1 antag	TRHR PAM	D1 antag
Cn1c(CCNC(=O)c2ccco2)nc2cc(NS(=O)(=O)c3ccc(Cl)cc3)ccc21	-3.3	1.4	-9.0	-0.2	-0.3	-0.1	-8.0	-4.7	1.1
O=C1NC(=O)c2cc([N+](=O)[O-])cc3cccc1c23	-3.5	11.3	15.3	1.6	0.5	2.1	-10.5	-4.2	6.2
O=C(NCC1(N2CCOCC2)CCCCC1)c1cccc(S(=O)(=O)Nc2ccc(F)cc2)c1	-1.9	-19.4	5.3	-1.1	1.6	0.6	3.5	-3.1	10.7
COCCNC(=O)c1onc(CSc2ccc(F)c(F)c2)c1C(=O)O	-2.1	7.7	5.9	0.1	4.6	0.1	.	-0.2	3.1
c1cc(CNCC2CCCO2)ccn1 (stereo not drawn)	-4.0	-9.5	-0.1	0.0	2.2	0.6	0.3	4.4	1.7
Cc1nnc(SCC(=O)N2CC(C)OC(C)C2)n1-c1ccccc1 (stereo not drawn)	-3.4	-7.4	5.3	1.2	1.3	0.3	-0.6	-1.4	7.5
CSc1ncccc1C(=O)NCC(c1cccs1)N1CCOCC1 (stereo not drawn)	-2.8	-11.9	-1.8	0.4	3.0	-0.1	-5.1	2.1	-80.1*
Cc1cccc(NC(=O)CCc2c(C)nn(-c3ccc(N4CCOCC4)nn3)c2C)c1	2.4	7.0	-2.9	-0.2	0.6	-0.3	17.7	-1.3	-0.6
CCCCn1cc(S(=O)(=O)c2ccccc2)c(=O)c2cc(F)c(N3CCC(C)CC3)cc21	-2.1	.	-4.6	-0.9	0.0	1.0	-30.6	2.2	6.1
Cc1ccc(Cn2c(CN3CC(C)OC(C)C3)nc3c2c(=O)[nH]c(=O)n3C)cc1 (stereo not drawn)	-4.5	.	.	.	2.4	0.4	7.6	3.1	1.1
Cc1nc(CC(=O)Nc2cccc(C)c2C)cs1	2.0	.	-0.7	1.0	1.7	1.0	-9.8	4.2	-1.2
COC(=O)N/N=C(\C)c1ccc(C)c([N+](=O)[O-])c1	1.6	-0.9	6.1	3.3	1.6	-2.0	-0.3	3.9	5.1

Outcome played no part in choosing rows; any-hit rate near 7.1%.
